High-throughput results as filed in PubChem.
GPR55 activation = selective activators of receptor GPR55 – imaging, U2OS cells, beta-arrestin-GFP redistribution, primary screen (AID 1961). one-dose activation, % at 10 µM; EC50 in µM for titrated hits. hit rate 0.048% among 290,000. U2OS GPR55 beta-arrestin-GFP redistribution imaging; higher % means a stronger effect;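 active = activation above 40% with more than 50 cells counted in the well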;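 note: U2OS osteosarcoma cells stably expressing GPR55 and beta-arrestin-GFP; plate controls were DMSO negative control for no effect and LPI positive control for full effect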
Rac1 GTP hydrolysis = MgcRacGAP GTPase-activating activity inhibitors, confirmation, biochemical, ADP Hunter fluorescence; hit rate 0.6% among 340,000; MgcRacGAP-stimulated Rac1 GTP hydrolysis, ADP Hunter fluorescence; higher % means a stronger effect; GST-tagged Rac1 F28L mutant substrate; one-dose inhibition, % at 30 µM; IC50 in µM for titrated hits; AID 624330;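 active = first-screen hits whose inhibition reached a set limit at any dose in the follow-up dose series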;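 note: fluorescence reports GDP produced by GAP-driven GTP hydrolysis; strong numbers were not always called active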
GPR55 antagonists = GPR55 antagonists blocking LPI-driven arrestin recruitment, primary screen, imaging, U2OS, beta-arrestin-GFP, LPI agonist (AID 2013) | U2OS GPR55 beta-arrestin-GFP translocation imaging, LPI antagonism; higher % means a stronger effect | inhibition, % at 10 µM, or IC50 in µM where a hit was titrated | hit rate 0.13% among 290,000;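 active = spots per cell inhibited over 60%, with over 100 cells counted and total cytoplasm intensity under 500,000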;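 note: U2OS cells stably carrying GPR55 and arrestin-GFP stimulated by 5 µM LPI near EC80; imaged beta-arrestin-GFP aggregate spots per cell after agonist stimulation; plate controls were LPI-stimulated DMSO wells for no effect and DMSO wells without LPI for full effect; some results filed as inactive read as strong as hits; confirmed hits need IC50 under 10 µM and bright autofluorescent wells are also inconclusive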
SV40 large T antigen = TAg ATPase/helicase activity blockers – biochemical (AID 1903); SV40 large T antigen ATPase/helicase inhibition assay; higher % means a stronger effect; inhibition, % at 20 µM; hits with a dose series show IC50 in µM; hit rate 0.39% among 310,000; in the data active = a potency from the dose series; note: strong numbers were not always called active
T cell modulator = modulates CD8 T cell binding to vesicles; calls only at 7 µM; hit rate 0.068% among 330,000; 2C CD8+ T cell-vesicle binding, flow cytometry; hits give low values;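 active = response, share of CD8 T cells binding vesicles, and their 90th percentile fluorescence all below set limits, cut at about 80% in these data, passing the limit was not always enough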
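incubation = binding step 1.5 h, 37 °C, antibody labelling 20 min, ice | test system = 2C mouse CD8+ T cells | read-out basis = percent CD8+ FL2 mean versus row control | controls = Peptide-free naked vesicles (low) and QL9 vesicles with 0.7% DMSO vehicle (high) | detection = flow cytometry of vesicle-bound cells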
Hep lipid drop = hepatic lipid droplet formation modulation. AID 1656. AML12 mouse hepatocytes, oleate lipid droplets, BODIPY imaging. inhibition, % at 6.5 µM. hit rate 0.4% among 240,000;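 active = lipid droplet intensity inhibited by at least 50%, with more than 500 cells counted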
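Material: mouse AML12 hepatocyte cell line, fixed after treatment; Timing: compound with oleate, overnight; Technique: high-content imaging of BODIPY-stained droplets and DAPI nuclei; Probe or stimulus: oleate, 100 µM final; Dosing: compound at 6.5 µM only.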
LYP phosphatase = PTPN22 lymphoid phosphatase activity blockers – biochemical, fluorescence intensity, uHTS (AID 1779). recombinant LYP phosphatase, fluorescence intensity; higher % means a stronger effect. inhibition, % at 11.5 µM; hits with a dose series show IC50 in µM. hit rate 0.054% among 290,000; in the data active = inhibition above about 50%;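 note: plate controls were vehicle with enzyme for no effect and no enzyme for full effect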
NTR1 agonist = agonists of NTR1, primary screen, imaging, U2OS cells, beta-arrestin-GFP, high content (AID 493036); NTR1-U2OS beta-arrestin-GFP spot imaging, agonist mode; activation, % at 20 µM; hit rate 0.17% among 330,000; P30989;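 active = activation at or above 40% of the spot to cytoplasm intensity ratio, with at least 20 cells analyzed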;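 note: 0% = DMSO without peptide and 100% = 100 nM NTR1 peptide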
Target sequence (P30989 whole entry, looked up): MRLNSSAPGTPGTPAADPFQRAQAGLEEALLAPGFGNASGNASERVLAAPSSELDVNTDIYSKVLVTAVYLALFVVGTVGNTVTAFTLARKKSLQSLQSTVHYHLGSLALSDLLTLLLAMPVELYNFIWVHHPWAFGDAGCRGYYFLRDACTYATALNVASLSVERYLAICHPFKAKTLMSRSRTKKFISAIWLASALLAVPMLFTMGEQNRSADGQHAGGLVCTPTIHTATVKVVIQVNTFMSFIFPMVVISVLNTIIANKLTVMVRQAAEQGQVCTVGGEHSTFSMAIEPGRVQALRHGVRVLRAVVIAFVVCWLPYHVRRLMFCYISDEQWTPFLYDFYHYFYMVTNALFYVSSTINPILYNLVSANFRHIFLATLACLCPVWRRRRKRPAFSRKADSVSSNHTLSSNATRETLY
GPR35 arrestin U2OS = GPR35 antagonists blocking zaprinast-driven arrestin recruitment, primary screen, imaging, U2OS, beta-arrestin-GFP, zaprinast agonist (AID 2058). U2OS GPR35 beta-arrestin-GFP translocation imaging, zaprinast antagonism; higher % means a stronger effect. inhibition, % at 10 µM, or IC50 in µM where a hit was titrated. hit rate 0.052% among 290,000;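 active = inhibition of at least 50% with at least 30 cells and total cytoplasm GFP at most 10,000,000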
Hep lipid drop cells 6.5 µM = recorded beside Hep lipid drop, whose call it bears; cell count; measured here: cell count, cytotoxicity flag;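 cells counted across two imaged fields per well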
T cell modulator vesicle-bound % = recorded beside T cell modulator, whose call it bears; double positive events, %; measured here: CD8+ vesicle-bound cell fraction;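 binding gate set so that unloaded-vesicle control wells show 10% double positive cells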
NTR1 agonist cell count 20 µM = second read-out of NTR1 agonist, no call of its own (marks repeat the call); cell count; measured here: cell count, cytotoxicity flag
The depositor's hits bear a star; i = inactive; · = not tested or not shown.

SMILES | GPR55 activation | Rac1 GTP hydrolysis | GPR55 antagonists | SV40 large T antigen | T cell modulator | T cell modulator vesicle-bound % | Hep lipid drop | Hep lipid drop cells 6.5 µM | LYP phosphatase | NTR1 agonist | NTR1 agonist cell count 20 µM | GPR35 arrestin U2OS
COc1ccc(C2OC(=O)CC2C(=O)NCc2ccc(F)cc2)cc1OC (stereo not given) | -0.3% | 7% | 4% | 4% | i | 24 | 6 | 775 | -5% | 1.5 | 67 | -12%
OCc1c(OCc2cccc(F)c2)ccc2ccccc12 | -0.2% | 9% | -4% | 6% | i | 51 | -19 | 762 | 1% | 5.4 | 62 | -3%
Cc1cccc(OCC(O)Cn2c(=N)n(Cc3ccccc3)c3ccccc32)c1 (stereo not given) | 0.7% | 15% | 15% | 5% | i | 45 | -6 | 666 | -3% | 5.5 | 39 | 4%
COc1ccc(NC(=O)CSc2ccc(-c3ccco3)nn2)cc1OC | 0.7% | 9% | 13% | 10% | i | 24 | -73 | 610 | -5% | 0.4 | 65 | 4%
Cc1ccc(CNC(=O)C2CCN(S(=O)(=O)c3ccc4nc5c(c(C(=O)O)c4c3)CC(C)CC5)CC2)cc1 (stereo not given) | 0.2% | -12% | -6% | -14% | i | 9 | 6 | 734 | -6% | -1.1 | 70 | -11%
Cc1cccc(N(C(=O)c2snc(C(N)=O)c2N)C(C(=O)NCc2ccccc2)c2ccncc2)c1 (stereo not given) | -0.1% | 3% | 0% | 8% | i | 48 | -4 | 791 | -3% | -1.0 | 38 | 0%
NS(=O)(=O)c1cccc(NC(=S)NCc2ccccc2)c1 | 1.4% | 7% | -18% | 24% | i | 53 | 11 | 700 | 5% | 2.1 | 37 | 3%
CCn1cc(CNC(=O)c2cc([N+](=O)[O-])c(C)c([N+](=O)[O-])c2)cn1 | 0.6% | 1% | 8% | 7% | i | 49 | 46 | 743 | 56%* | 1.6 | 65 | -1%
O=C(Nc1ccc(SC(F)F)cc1)c1ccc2nccnc2c1 | -0.1% | 15% | -3% | 2% | i | 61 | -8 | 720 | 9% | 0.9 | 42 | 4%
O=C(Nc1cc(S(=O)(=O)N2CCOCC2)ccc1O)c1ccc2c(c1)S(=O)(=O)c1ccccc1C2=O | 0.4% | 14% | 0% | 23% | i | 53 | -19 | 695 | -4% | 2.3 | 82 | -10%
Fc1ccc(-c2ccnn2-c2ccccc2)cc1 | -0.2% | 8% | 3% | 18% | i | 43 | · | · | -5% | 0.5 | 102 | -6%
C=CCNC(=O)CN1CCC(n2nnc3cc(C(F)(F)F)ccc32)CC1 | -0.1% | 5% | -13% | 1% | i | 54 | -21 | 549 | -2% | 0.4 | 54 | -10%
Cc1cccc(N2CCN(C(=O)CCNS(=O)(=O)c3ccc4c(c3)oc(=O)n4C)CC2C)c1 (stereo not given) | 0.2% | 3% | 7% | 9% | i | 8 | -41 | 667 | -9% | 2.4 | 65 | -3%
CN(C(=O)COC(=O)c1ccccc1SCC(=O)N1CCCC1)c1ccccc1 | -0.1% | -2% | 22% | 7% | i | 5 | -1 | 871 | -8% | 0.1 | 91 | 1%
CC(C)C(=O)Nc1cc(S(=O)(=O)Nc2ccc(Cl)cc2)ccc1Cl | -0.2% | 3% | 9% | 18% | i | 10 | -29 | 628 | 1% | -0.2 | 60 | -5%
CCOc1cc(C2C(C(=O)c3ccc(C)o3)=C(O)C(=O)N2CCc2ccccc2)ccc1O (stereo not given) | 1.4% | 9% | 10% | 9% | i | 46 | · | · | -2% | -0.7 | 61 | 12%
Cc1ccc(N(C(=O)CNC(=O)c2ccco2)C(C(=O)NC2CCCC2)c2ccncc2)cc1 (stereo not given) | -0.1% | 7% | -6% | 9% | i | 32 | 2 | 848 | -13% | 0.2 | 40 | 7%
Cn1c(=O)c(C(=O)COc2ccc(F)cc2Cl)c(N)n(Cc2ccccc2)c1=O | -0.3% | 3% | 17% | 23% | i | 31 | 24 | 651 | 6% | 5.7 | 55 | -8%
Cc1nc2nc(-c3ccc(Cl)cc3)[nH]n2c(=O)c1Cc1ccccc1 | 0.2% | 13% | 5% | 2% | i | 31 | -11 | 638 | 0% | 2.1 | 44 | -12%
CCn1c(SCC(=O)NCc2ccco2)nc2c1c(=O)n(C)c(=O)n2C | -0.3% | 3% | 0% | 7% | i | 42 | · | · | -8% | 0.6 | 75 | 8%
O=C(NC1CC1)C1=C[C@@H](c2ccccc2)C[C@@H](OCc2ccc(CO)cc2)O1 | -0.1% | 6% | 8% | 11% | i | 20 | 12 | 703 | -4% | 1.0 | 65 | -2%
Cc1cccc(CCN2C(N(C)C)=NC[C@@H]2CC(C)C)c1 | · | 8% | · | 3% | i | 37 | · | · | · | 6.7 | 59 | ·
Nc1nonc1OCCc1ccccc1 | -0.1% | 6% | -1% | 3% | i | 49 | -7 | 732 | 0% | -0.7 | 27 | -8%
CCc1c(C)nc2ncnn2c1Nc1ccc(C(C)=O)cc1 | -0.1% | 2% | 6% | -2% | i | 59 | 8 | 759 | -2% | -1.4 | 47 | 0%
CCOC1CCc2c(C)nc(N)nc2S1 (stereo not given) | -0.1% | 4% | -8% | 12% | i | 42 | 3 | 790 | -6% | 1.0 | 96 | 14%
More results
SMILES | GPR55 activation | Rac1 GTP hydrolysis | GPR55 antagonists | SV40 large T antigen | T cell modulator | T cell modulator vesicle-bound % | Hep lipid drop | Hep lipid drop cells 6.5 µM | LYP phosphatase | NTR1 agonist | NTR1 agonist cell count 20 µM | GPR35 arrestin U2OS
NC(=O)c1ccccc1NS(=O)(=O)Cc1ccc(Cl)cc1 | -0.1% | 2% | -2% | 11% | i | 22 | 3 | 655 | -3% | 0.9 | 52 | 22%
CC(=O)NN1C(=O)c2ccccc2NC1c1ccccc1O (stereo not given) | 0.0% | 3% | 6% | 6% | i | 24 | 15 | 417 | -9% | 0.3 | 74 | 18%
CCCC(=O)C1CCN(Cc2ccccc2)CC1 | -0.1% | 5% | 10% | -1% | i | 11 | 1 | 715 | -3% | -1.1 | 79 | -5%
CC(C)C(CCN1C(=O)CCC1=O)C1CCOC(C)(C)C1 (stereo not given) | 0.2% | 7% | -4% | -3% | i | 35 | -3 | 742 | -1% | 0.4 | 89 | -14%
Cc1cc(C(=O)NC2CC2)c2ccccc2n1 | -0.3% | 3% | 3% | 5% | i | 2 | 16 | 700 | 2% | 1.9 | 54 | -1%
CCn1c(=O)n(CC)c2cc(S(=O)(=O)N3CCCCC3)c(C)cc21 | -0.2% | -4% | -3% | 8% | i | 49 | 0 | 742 | -3% | 2.6 | 87 | -4%
CCOC(=O)c1ccc(NC(=O)CSc2nnc(-c3cccs3)n2CC)cc1 | 0.0% | 2% | -1% | 6% | i | 48 | 1 | 764 | 5% | -0.7 | 62 | 20%
O=C(COc1ccc(Cl)cc1)Nc1ccc2[nH]ncc2c1 | 0.3% | 11% | -4% | 8% | i | 51 | 3 | 779 | -11% | 3.4 | 67 | -11%
N#C/C(=C\c1c(N2CCN(c3ccccc3)CC2)nc2ccccn2c1=O)C(N)=O | 0.0% | 6% | 5% | 5% | i | 12 | -11 | 760 | -5% | 0.6 | 90 | -2%
N=C(N)Sc1nc(N2CCCCC2)nc(N2CCCCC2)n1 | -0.1% | 7% | -4% | 6% | i | 62 | -4 | 544 | -9% | 0.8 | 90 | -2%
CC1(C)CC(=O)C/C(=N\NC(=O)C2CC2c2ccccc2)C1 (stereo not given) | 0.4% | -7% | -6% | 4% | i | 4 | -2 | 657 | -2% | -0.4 | 36 | -3%
COc1ccc(NC(=S)N/C(=N/CS(=O)(=O)c2ccccc2)c2ccccc2)cc1 | 0.0% | 6% | 2% | 13% | i | 23 | -4 | 664 | -2% | -0.2 | 50 | 1%
Clc1cccc(-c2noc3ncnc(Nc4ccc5c(c4)OCO5)c23)c1 | -0.2% | 4% | 0% | 7% | i | 20 | -9 | 780 | -5% | -1.8 | 51 | -3%
CC1(C)CC(=O)c2cc(C(=O)NCc3ccco3)c(=O)n(-c3ccccc3)c2C1 | -0.4% | 12% | 1% | 7% | i | 56 | 10 | 782 | 2% | 0.8 | 33 | 11%
CC(=O)NCC(=O)OC(C(=O)c1ccccc1)c1ccc(Cl)cc1 (stereo not given) | 0.4% | 5% | -2% | 9% | i | 47 | -42 | 700 | -5% | 0.8 | 76 | 30%
O=C1OCC2=C1C(c1ccc(Cl)cc1)CC(=O)N2c1ccc(F)cc1 (stereo not given) | -0.1% | 7% | 12% | 14% | i | 40 | -5 | 690 | 9% | 1.6 | 54 | 4%
Cc1cccc(C)c1NC(=O)NCCSc1snnc1C | -0.4% | 6% | -1% | 8% | i | 14 | -8 | 689 | -2% | -0.5 | 38 | -17%

Rows are unselected; 1.8% or so of the library scored in one or more.
